Screening results as filed in PubChem.
BAZ2B inh: BAZ2B (human) inhibition; Potency, µM (top dose mostly 114 µM), for inactives: top-dose activity change, negative = inhibition, most hits filed as inhibitors; Q9UIF8; AID 504333; hit rate 4.4% among 360,000; AlphaScreen BAZ2B-H3K14Ac peptide displacement; further: potency means the concentration at half of the fitted maximal effect; on the % scale 0 is the no-effect control and ±100 the full control effect; nearly all actives have a fitted effect of over 60% in size
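Inhibition is scored as reduced AlphaScreen emission. The BAZ2B/b-H3(5-23)K14Ac complex (50 nM each) in PBS pH 7.4, 0.01% Tween-20 meets compound (up to 110 uM) for 30 min at RT before bead addition.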
GLS inh: blocks human kidney-isoform glutaminase activity; hit rate 0.21% among 410,000; Potency, µM (top dose mostly 45.5 µM), inactives show at the highest dose activity change, negative = inhibition, hits mostly inhibitors; GLS enzymatic activity, qHTS titration; further: potency means the concentration at half of the fitted maximal effect; on the % scale 0 is the no-effect control and ±100 the full control effect
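hKGA in 45 mM KH2PO4 pH 8.2, 0.02% Tween-20 with pin-transferred compounds; 1 mM L-glutamine (stock) plus glutamate oxidase/HRP/Amplex Red coupling added. Fluorescence read initially and after 30 min at RT.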
JMJD2A Tudor inh: blocks the human JMJD2A Tudor domain; AlphaScreen JMJD2A-Tudor / H3K4me3 peptide binding; Potency, µM (highest dose often 114 µM), for inactives: at the highest dose activity change, negative = inhibition, usual class: inhibitors; hit rate 4.4% among 390,000; further: potency means the concentration at half of the fitted maximal effect; on the % scale 0 is the no-effect control and ±100 the full control effect; nearly all actives have a fitted effect of over 50% in size
HP1b chromo inh: inhibitors of HP1-beta chromodomain binding to methylated histone tails. P83916. AlphaScreen HP1-beta / biotin-H3K9me3 peptide binding. Potency, µM (top dose mostly 114 µM), without a hit: top-dose activity change, negative = inhibition, hits mostly inhibitors. hit rate 0.56% among 390,000. AID 540317; further: potency means the concentration at half of the fitted maximal effect; nearly all actives have a fitted effect of over 70% in size; inactives centre near 23
Target sequence (P83916 whole entry, looked up): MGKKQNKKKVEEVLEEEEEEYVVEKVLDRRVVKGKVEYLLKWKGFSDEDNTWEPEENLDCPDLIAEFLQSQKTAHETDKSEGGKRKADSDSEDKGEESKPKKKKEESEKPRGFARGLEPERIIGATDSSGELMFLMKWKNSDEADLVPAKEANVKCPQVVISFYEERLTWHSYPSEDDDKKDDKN
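HP1-beta protein (50 nM final) preincubated 30 min at room temperature with biotinylated H3(1-18)K9me3 peptide (50 nM) in PBS pH 7.4, 0.01% Tween-20, then compound added for 30 min. AlphaScreen streptavidin donor/nickel chelate acceptor beads (10 ug/mL final), 30 min dark, luminescence read.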
Pin1 inhibitor: human Pin1 inhibition; hit rate 0.009% among 390,000; Q13526; Pin1 FP peptide displacement, HiFluor488, 10 min; Potency, µM (titrated, usually from 115 µM), without a hit: at the top dose activity, negative = inhibition, hits mostly inhibitors; active means well fitted inhibition curve with a large enough effect in the polarisation, with a control signal flat, not every such curve was filed as active; inconclusive means small, poorly fitted or top-dose-only effect, or effect the other way, or a change in a side signal; inactive means no such curve, though single readings can be large or run the other way; the % refers to the polarisation; further: potency means the concentration at half of the fitted maximal effect; on the % scale 0 is the no-effect control and ±100 the full control effect
Target sequence (Q13526 whole entry, looked up): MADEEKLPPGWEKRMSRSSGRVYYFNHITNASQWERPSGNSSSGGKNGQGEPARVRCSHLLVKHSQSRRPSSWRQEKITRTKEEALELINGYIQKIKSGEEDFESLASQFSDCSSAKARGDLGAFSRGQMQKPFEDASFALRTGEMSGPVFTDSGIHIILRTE
Pol eta inh: blocks human DNA polymerase eta activity; Q9Y253; recombinant Pol eta, fluorescent DNA replication assay; Potency, µM (series often up to 114 µM), inactives show top-dose activity change, negative = inhibition, most hits filed as inhibitors; hit rate 1.2% among 390,000; AID 588591; further: potency means the concentration at half of the fitted maximal effect; on the % scale 0 is the no-effect control and ±100 the full control effect
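Pol eta at 10 nM preincubated with compounds 15 min at room temperature; reaction started with fluorescent substrate (50 nM final) and read kinetically at 0 and 10 min.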
PI4K2A block: blocks human PI4K2A kinase activity | AID 1346378 | Q9BTU6 | purified PI4K2A, ADP-Glo luminescence, 1 h; hits give low values | hit rate 0.13% among 420,000 | activity change, negative = inhibition, % at 76.9 µM; in the data active means activity change below about -50%; inconclusive means mostly about -30% to -49%;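 further: -100% = wells without enzyme as full effect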
Target sequence (Q9BTU6 whole entry, looked up): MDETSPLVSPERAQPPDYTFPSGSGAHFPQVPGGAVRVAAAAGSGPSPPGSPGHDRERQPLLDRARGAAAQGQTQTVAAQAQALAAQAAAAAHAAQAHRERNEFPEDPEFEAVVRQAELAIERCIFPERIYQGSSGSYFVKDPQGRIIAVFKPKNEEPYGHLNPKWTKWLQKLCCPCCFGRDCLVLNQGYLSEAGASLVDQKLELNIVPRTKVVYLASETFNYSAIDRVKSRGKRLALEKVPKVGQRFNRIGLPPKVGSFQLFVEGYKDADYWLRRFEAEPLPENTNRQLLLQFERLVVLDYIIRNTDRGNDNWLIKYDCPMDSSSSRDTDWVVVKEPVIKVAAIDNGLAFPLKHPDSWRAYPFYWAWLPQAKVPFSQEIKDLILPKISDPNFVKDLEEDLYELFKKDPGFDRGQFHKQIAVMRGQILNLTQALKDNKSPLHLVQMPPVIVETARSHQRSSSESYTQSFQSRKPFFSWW
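PI4K2A activity was measured by ADP-Glo luminescence: enzyme (4 ug/mL stock) and phosphatidylinositol (1.2 mM stock) in Tris pH 7.5/MgCl2/EGTA/Triton X-100 buffer were reacted with ATP (300 microM stock) for one hour at ambient temperature.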
G9a inh: G9a (human) methyltransferase inhibition. Potency, µM (titrated, usually from 102 µM), for inactives: at the top dose activity, negative = inhibition, hits mostly inhibitors. G9a H3K9 monomethylation, AlphaScreen, 2 h. AID 504332. hit rate 8.8% among 350,000; further: potency means the concentration at half of the fitted maximal effect; on the % scale 0 is the no-effect control and ±100 the full control effect; nearly all actives have a fitted effect of over 75% in size
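Using a bead-based AlphaScreen, monomethylated H3K9 product from 2 h room-temperature reactions (G9a 20 nM, peptide 500 nM, SAM 20 uM) was detected with 0.5 ug/mL rabbit anti-H3K9me1 antibody.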
Tb PGK inh: inhibitors of T. brucei phosphoglycerate kinase; P07378; PGK/GAPDH coupled, Kinase-Glo luminescence, 60 min; Potency, µM (highest dose often 57.5 µM), for the others: at the highest dose activity change, negative = inhibition, actives largely listed as inhibitors; hit rate 0.043% among 380,000; AID 602233; further: potency means the concentration at half of the fitted maximal effect; on the % scale 0 is the no-effect control and ±100 the full control effect; nearly all actives have a fitted effect of over 60% in size
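Recombinant glycosomal PGK reaction used 1,3-bisphosphoglycerate generated in-well by GAPDH (100nM final) in 100mM TEA pH 7.6, 5mM MgCl2, 0.01% Tween-20. After 60 minutes at room temperature, ATP was read by Kinase-Glo Plus luminescence end-point.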
The depositor's hits bear a star; i = inactive; ? = inconclusive; · = no result given; ! = not active in a repeat; [ ] = remark or other dose. Unless noted, the call rests on the fitted dose curve; in most records, active means well fitted curve in the direction sought with a large enough effect; inconclusive means small, poorly fitted or top-dose-only effect, or another doubt; inactive means no such curve, though single readings can be large; an effect the other way counts as inactive or inconclusive. The list is partial (hit frequency here may not be typical).

SMILES | BAZ2B inh | GLS inh | Pol eta inh | Pin1 inhibitor | Tb PGK inh | PI4K2A block | G9a inh | HP1b chromo inh | JMJD2A Tudor inh
Cc1ccc(C2=Nc3ccccc3N=C(c3ccc(F)cc3)C2)c(O)c1 | 7% | -15% | -12% | -12% | -1% | 8 | 0%[59 µM] | 60%[activator] | -7%
CC(NC(=O)c1ccc(S(=O)(=O)Nc2ccccc2Cl)cc1)c1ccncc1 (stereo not given) | · | -1% | -20% | -4% | -2% | -2 | · | -6% | -13%
CCN1C(=NCC(C)C)N[C@@H](c2cccc(F)c2)C(C(=O)OC)=C1C | ? | -3% | -11% | -1% | -10% | -6 | 40µM*! | 46%[activator] | ?
O=S1(=O)CCC(NC(=S)Nc2ccc(Cl)cc2)C1 (stereo not given) | 7% | 3% | -11% | -6% | -3% | 7 | 26%[59 µM] | 29% | -14%
Cc1nc2nc(-c3ccccc3)cc(=O)n2[nH]1 | ? | 2% | -16% | -1% | -1% | -2 | -34%[12.7 µM] | 35% | -7%
CCN(c1ccccc1)S(=O)(=O)c1ccc(NC(=O)c2cc(=O)c3cc(C)c(C)cc3o2)cc1 | 1% | 5% | -4% | -2% | -7% | -3 | 2%[59 µM] | 19% | -9%
COc1cccc(CNC(=O)Cn2nc(-c3ccc(C)cc3)ccc2=O)c1 | 0% | 0% | 10% | -1% | -5% | 6 | -12%[59 µM] | 24% | -25%
Cc1cn([C@H]2C[C@H](O)[C@@H](CNC(=O)CNC(=O)CN)O2)c(=O)[nH]c1=O | · | -2% | -2% | · | -8% | -4 | · | · | ·
Nc1ncc2c(n1)-c1ccccc1CC2 | -17% | -9% | -14% | 2% | -1% | -2 | -1% | 22% | -12%
O=C(COC(=O)C1CC2C=CC1C2)NCCc1ccccc1 (stereo not given) | -8% | 0% | -18% | -9% | -8% | -4 | -33% | 59%[activator] | -5%
CCOc1ccc(C(C(=O)NC2CCCCC2)N(C(=O)c2csnn2)C2CC2)cc1 (stereo not given) | 0% | -7% | 11% | -10% | -2% | 1 | 31%[activator] | 9% | -2%
COc1cccc(C(=O)OC(C)C(=O)Nc2ccc3c(c2)OCO3)c1 (stereo not given) | -6% | 2% | 6% | -9% | -2% | 2 | 14%[12.7 µM] | 27% | -23%
C#CC[N+](C)(C)CC#Cc1ccc(C)cc1 | -15% | 3% | -9% | 3% | -8% | 3 | 7% | 31%[activator] | -4%
COc1ccc(-c2cc(C(F)(F)F)nc(SCCC(=O)Nc3ccc(OC)c(OC)c3)n2)cc1 | -6% | -5% | -11% | -5% | -2% | -3 | 4%[59 µM] | 17% | -10%
Cc1ccsc1C(=O)NNC(=O)c1ccncc1 | -19% | -15% | -1% | 2% | -8% | 3 | 4% | 20% | -6%
COc1cc(C(=O)Nc2ccc(C(=O)c3cccs3)cc2)cc(OC)c1OC | -37% | 0% | -15% | 12% | -4% | -1 | -10% | 14% | -11%
C[C@H](CO)N1C[C@H](C)[C@H](CN(C)S(=O)(=O)c2ccccc2)Oc2c(NS(C)(=O)=O)cccc2C1=O | · | 1% | -11% | 1% | -2% | 2 | · | 37% | -4%
COC(=O)CNC(=O)c1ccc2c(c1)S(=O)(=O)c1ccccc1C2=O | 5% | 2% | 0% | -4% | -10% | -9 | -1%[59 µM] | 23% | -17%
Clc1ccc(CN2CCN(c3ccccc3)CC2)cn1 | -4% | -2% | -3% | 1% | -10% | 3 | 5% | -19% | -28%
[O-][n+]1onc2c1CCc1nnccc1-2 | -20% | -11% | 4% | -11% | -8% | -7 | -31%[12.7 µM] | 23% | -14%
COc1ccc(CNC(=O)CC2N=C3c4ccccc4N=C(SCC(=O)Nc4ccc(N(C)C)cc4)N3C2=O)cc1 (stereo not given) | ? | -1% | 12% | 4% | -10% | 0 | ? | 4% | ?
O=C(Nc1nncs1)c1ccccc1Br | -26% | 2% | -13% | 0% | i | 3 | -32%[12.7 µM] | 36% | -16%
NS(=O)(=O)c1ccc(CCNC(=O)c2ccc3c(c2)N(Cc2ccccc2)CCS3)cc1 | -34% | 0% | -10% | 1% | i | -2 | 0% | 41%[activator] | -3%
COc1ccc2nc(NC(=O)c3nc(SCc4cccc(C)c4)ncc3Cl)sc2c1 | 2% | 2% | -4% | 2% | -6% | -8 | 11%[59 µM] | 29% | -13%
O=C(O)C1CCN(C(=O)NC2CCCCC2)CC1 | 6% | -1% | -7% | 0% | 8% | -4 | -12% | 29% | 0%
C/C(=N\NC(=S)Nc1ccccc1C)C1Cc2ccccc2C(=O)O1 (stereo not given) | -26% | 18% | 2% | ? | 9% | 5 | 50µM* | 11% | -31%

Fetched by compound from the list above, seven records:
SMILES | BAZ2B inh | GLS inh | Pol eta inh | Pin1 inhibitor | Tb PGK inh | PI4K2A block | G9a inh | HP1b chromo inh | JMJD2A Tudor inh
NS(=O)(=O)c1ccc(CCNC(=O)c2ccc3c(c2)N(Cc2ccccc2)CCS3)cc1 | -34% | 0% | -10% | 1% | i | -2 | 0% | 41%[activator] | -3%
COc1ccc2nc(NC(=O)c3nc(SCc4cccc(C)c4)ncc3Cl)sc2c1 | 2% | 2% | -4% | 2% | -6% | -8 | 11%[59 µM] | 29% | -13%
C[C@H](CO)N1C[C@H](C)[C@H](CN(C)S(=O)(=O)c2ccccc2)Oc2c(NS(C)(=O)=O)cccc2C1=O | · | 1% | -11% | 1% | -2% | 2 | · | 37% | -4%
Clc1ccc(CN2CCN(c3ccccc3)CC2)cn1 | -4% | -2% | -3% | 1% | -10% | 3 | 5% | -19% | -28%
O=C(O)C1CCN(C(=O)NC2CCCCC2)CC1 | 6% | -1% | -7% | 0% | 8% | -4 | -12% | 29% | 0%
COc1cc(C(=O)Nc2ccc(C(=O)c3cccs3)cc2)cc(OC)c1OC | -37% | 0% | -15% | 12% | -4% | -1 | -10% | 14% | -11%
COc1ccc(CNC(=O)CC2N=C3c4ccccc4N=C(SCC(=O)Nc4ccc(N(C)C)cc4)N3C2=O)cc1 (stereo not given) | ? | -1% | 12% | 4% | -10% | 0 | ? | 4% | ?

Sorted by heavy-atom count (falling): part of the list above.
SMILES | BAZ2B inh | GLS inh | Pol eta inh | Pin1 inhibitor | Tb PGK inh | PI4K2A block | G9a inh | HP1b chromo inh | JMJD2A Tudor inh
NS(=O)(=O)c1ccc(CCNC(=O)c2ccc3c(c2)N(Cc2ccccc2)CCS3)cc1 | -34% | 0% | -10% | 1% | i | -2 | 0% | 41%[activator] | -3%
COc1cc(C(=O)Nc2ccc(C(=O)c3cccs3)cc2)cc(OC)c1OC | -37% | 0% | -15% | 12% | -4% | -1 | -10% | 14% | -11%
COC(=O)CNC(=O)c1ccc2c(c1)S(=O)(=O)c1ccccc1C2=O | 5% | 2% | 0% | -4% | -10% | -9 | -1%[59 µM] | 23% | -17%
